Source: PubChem BioAssay (Broad Institute)
esBAF inh: Bmi1 luciferase reporter increase in mESCs, primary screen, esBAF inhibitor project, mouse ES cells, Bmi1 luciferase knock-in, single point; 24 h; 100% = twice the neutral-well signal; reporter increase, % at 12.5 µM; hit rate 2% among 350,000; in the data active = activation above about 40%;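 note: 0% = median of the plate's neutral control wells and 100% = double that signal; a rise in the Bmi1 reporter signal indicates esBAF inhibition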
ARNT-TACC3 inh: disruptors of ARNT/TACC3 protein interaction, primary screen, biochemical, AlphaScreen, single concentration | Transforming acidic coiled-coil-containing protein 3 (Homo sapiens), Q9Y6A5 | AlphaScreen His-ARNT PAS-B/GST-TACC3 binding, luminescence; TACC3 fragment carries E629A point mutation | inhibition, % at 9.99 µM | hit rate 0.66% among 390,000;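 active = mean inhibition of replicates at least 50% and at least half of replicates each reaching 50%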;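 note: 0% = complete ARNT plus TACC3 wells and 100% = ARNT alone without TACC3; many hits fall short of the cut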
RAD54 inh: inhibitors of human RAD54 branch migration, primary screen, biochemical, fluorescence, single point; RAD54 Holliday junction branch migration, FAM/BHQ fluorescence; hit rate 0.14% among 360,000; inhibition, % at 10.4 µM; DNA repair and recombination protein RAD54-like (Homo sapiens), Q92698; AID 602329, 2012;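 active = mean normalized replicate activity at least 40 and at least half of replicates scoring 40 or more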;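 note: 0% = median of neutral control wells and 100% = median of positive control wells; inhibitors cause a drop in the FAM fluorescence signal; in these data hits start at about 50%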
Target sequence (Q92698 whole entry, looked up): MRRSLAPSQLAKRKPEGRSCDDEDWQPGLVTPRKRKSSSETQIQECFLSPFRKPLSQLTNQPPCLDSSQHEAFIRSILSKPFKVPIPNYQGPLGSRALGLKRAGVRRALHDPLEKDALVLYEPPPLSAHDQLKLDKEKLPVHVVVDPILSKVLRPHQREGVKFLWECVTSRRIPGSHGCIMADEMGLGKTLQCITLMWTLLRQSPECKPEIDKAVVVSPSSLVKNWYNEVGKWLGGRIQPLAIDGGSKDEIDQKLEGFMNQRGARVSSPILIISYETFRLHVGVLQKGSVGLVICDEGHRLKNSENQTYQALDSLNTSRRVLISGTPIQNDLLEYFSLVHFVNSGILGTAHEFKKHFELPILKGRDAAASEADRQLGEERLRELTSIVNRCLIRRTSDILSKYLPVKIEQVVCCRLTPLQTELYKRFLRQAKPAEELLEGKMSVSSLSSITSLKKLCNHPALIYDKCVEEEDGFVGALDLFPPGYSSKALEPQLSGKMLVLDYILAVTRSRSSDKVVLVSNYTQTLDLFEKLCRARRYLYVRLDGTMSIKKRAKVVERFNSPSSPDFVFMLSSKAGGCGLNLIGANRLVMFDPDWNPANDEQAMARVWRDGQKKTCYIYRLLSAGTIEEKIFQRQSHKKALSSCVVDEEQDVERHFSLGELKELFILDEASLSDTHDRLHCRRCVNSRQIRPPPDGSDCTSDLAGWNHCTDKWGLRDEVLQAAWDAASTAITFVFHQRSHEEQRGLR
* marks the source's active call; other numbers are inactive results. A portion of the library; rates above refer to the full screens.

Values run as follows: esBAF inh	ARNT-TACC3 inh	RAD54 inh
- COc1ccc(S(=O)(=O)N(C)CC(=O)Nc2ccccc2SC)cc1
→ 7.9	-2.4	-3.9
- O=C(c1ccco1)N1c2ccccc2Sc2ccccc21
→ -1.1	2.0	7.5
- Cc1ccc(C(=O)COC(=O)CN2C(=O)C3C4C=CC(C4)C3C2=O)cc1[N+](=O)[O-] (stereo unspecified)
→ -1.4	-3.3	15.9
- CCOCc1nnc(NC(=O)c2ccc(OC)cc2)s1
→ 52.7*	14.7	6.4
- O=[N+]([O-])c1cccnc1NCCNc1ncc(C(F)(F)F)cc1Cl
→ 47.8*	0.4	6.4
- COCc1cc(Sc2ccc(Br)cc2)nc(-c2ccccc2)n1
→ -10.1	-8.4	2.4
- Nc1nc2nc[nH]c2c(=O)[nH]1
→ -1.2	2.3	-6.1
- O=C(O)C1SCCN1S(=O)(=O)c1ccc2ccccc2c1 (stereo unspecified)
→ -6.2	-10.5	-6.1
- COc1ccc(CCN2C(=O)C3C4CC(C5C(C(N)=O)=NOC45)C3C2=O)cc1OC (stereo unspecified)
→ -3.9	-5.5	-4.7
- Cc1cccc2cc(COC(=O)c3ccco3)c(=O)[nH]c12
→ -4.9	-0.3	-14.5
- CS(=O)(=O)NCCCc1ccccc1
→ 1.9	6.1	5.3
- COCCN1C=C2C(=O)C(C)(OC(=O)CCC(=O)OC)C(=O)C(Br)=C2C=C1c1ccc(OC)cc1 (stereo unspecified)
→ -3.0	15.2	-9.6
- CCn1nnnc1-c1ccc(OC)c(S(=O)(=O)N2CCCCC2)c1
→ -11.1	-2.6	0.6
- COc1cccc(C(CC(=O)NCC2CCCO2)NS(=O)(=O)c2ccc(C)cc2)c1OC (stereo unspecified)
→ -4.1	-2.8	-5.0
- CCc1ccc(OCC(=O)N(C)C2CCS(=O)(=O)C2)cc1 (stereo unspecified)
→ -5.0	-1.1	-13.1
- COC(=O)C1=C(C)NC2=C(C(=O)CCC2)C1c1coc2ccccc2c1=O (stereo unspecified)
→ -4.8	0.9	-0.1
- Cc1ccc(-c2cc(C(=O)NCC3CCCO3)no2)cc1 (stereo unspecified)
→ 18.3	-7.3	-8.0
- O=C1c2ccccc2C(=O)N1Cc1nc2ccccc2c(=O)n1CCN1CCOCC1
→ -1.5	1.7	3.3
- CCN(CC)C(=O)CN(C#N)c1nc(OC)nc(N(C)C)n1
→ 1.8	-2.2	0.5
- Cc1cc(C(=O)O)c(C)n1-c1ccccc1
→ -5.8	-0.5	6.1
- Cc1ccc(CNc2nc3c([nH]2)c(=O)n(C)c(=O)n3C)cc1
→ -5.2	1.2	5.3
- COc1ccccc1N(CN1CCCC1=O)C(=O)COc1ccccc1
→ 2.7	-3.5	-5.0
- O=C(Nc1ccc(N2CCCC2)c(Cl)c1)c1cccnc1
→ 48.7*	-1.3	0.8
- COc1ccc(OCCNC(=O)C(c2ccccc2)c2ccccc2)cc1
→ -4.1	-7.1	-8.2
- Cc1ccc(C)c(NC(=O)C2CC(O)CN2C(=O)OCc2ccccc2)c1 (stereo unspecified)
→ 3.5	-1.2	-17.4
- COc1cccc(OC)c1OCCNCCO
→ -3.1	-5.0	-3.9
- O=C(CCCCCNc1nc(=S)[nH]c2ccccc12)N1CCN(c2ccccn2)CC1
→ 4.2	0.3	6.2
- COc1cc(OC)nc(Oc2ccccc2C(=O)Oc2cccc(C)c2)n1
→ 4.1	-3.9	1.8
- O=C(NCc1ccc2c(c1)OCO2)c1ccc2c(=O)n(C3CCCC3)c(=O)[nH]c2c1
→ -0.6	3.9	-0.7
- COc1ccc(CNC(=O)CN(Cc2ccccc2)C(=O)c2csnn2)cc1
→ -5.8	-3.0	3.7
- Cc1cccc(NC(=O)Cn2nnc(-c3ccc(CN4CCCC4)cc3)n2)c1C
→ -1.3	-2.1	-4.0
- COc1ccc(-c2nnc3sc(C4CCCCC4)nn23)cc1OC
→ 12.2	-2.0	12.1
- O=C(Nc1ccc2oc(-c3ccncc3)nc2c1)c1ccccc1F
→ 39.2	-3.8	5.4
- CCCC1=C(C(=O)OCC)C(c2ccc(NC(C)=O)cc2)NC(=O)N1 (stereo unspecified)
→ -11.8	30.0	-6.2
- CCOC(=O)CNC(=O)CNC(=O)c1ccc(OCC(C)C)cc1
→ 5.3	-3.1	7.6
- CC(C)(CC(=O)O)CC(=O)N1CCN(c2cc(C(F)(F)F)nc3ccccc23)CC1
→ -0.6	-11.5	-24.3
- O=C(Nc1ccncc1)c1ccc2c(c1)OCCO2
→ 33.0	3.0	-0.2
- COC(=O)c1sc(N)c(C(=O)OC)c1COC(=O)c1c(C)noc1C
→ -7.3	1.3	-2.4
- O=C1CCCN1CCC1CCN(C2CC(=O)N(c3ccc(F)cc3)C2=O)CC1 (stereo unspecified)
→ -8.6	-4.7	1.1
- CCc1ccc(CCC(=O)Nc2nccs2)o1
→ 25.9	17.8	3.1
- O=C(CN(c1ccc(F)cc1)S(=O)(=O)c1ccc2c(c1)OCCO2)NCc1ccncc1
→ 1.1	12.4	4.7
- CCc1ccc(-n2c(SCC(=O)Nc3cc(C)[nH]n3)nc3[nH]ncc3c2=O)cc1
→ 4.4	-2.3	7.1
- COc1ccccc1N(C(=O)CNC(=O)c1ccco1)C(C(=O)NC1CCCC1)c1ccncc1 (stereo unspecified)
→ -6.5	6.5	-9.5
- COc1ccccc1NC(=O)Nc1ncccc1C
→ 11.5	-4.1	1.1
- COc1ccc(N(CC(=O)Nc2ccc3c(c2)OCO3)S(=O)(=O)c2ccccc2)c(OC)c1
→ 6.0	2.6	6.7
- O=C(NC1CCS(=O)(=O)C1)N1CCCCC1 (stereo unspecified)
→ -6.4	3.8	-4.4
- CCNS(=O)(=O)c1cc(Br)ccc1OC
→ -2.2	-9.0	-1.9
- O=S(=O)(Cc1ccccc1)c1ccccc1-c1nnc(-c2ccccc2)o1
→ 0.3	-3.4	2.6
- CCN(CC)c1ncnc2scc(C3COc4ccccc4O3)c12 (stereo unspecified)
→ -1.4	-2.6	-5.1
- CCCCN(C(=O)NC(=O)Nc1ccccc1C)S(C)(=O)=O
→ 0.8	-4.0	-1.6
- CCCCOc1ccccc1Cn1c(=O)oc2ccccc21
→ -4.6	-4.0	-4.6
- CCOc1cc2c(cc1OCC)C(C(=O)O)C(c1cc(OC)c(OC)c(OC)c1)N(C)C2=O (stereo unspecified)
→ -5.8	-0.5	-9.1
- O=C(COC(=O)C1COc2ccccc2O1)NC(=O)Nc1ccc2c(c1)OCCO2 (stereo unspecified)
→ 22.4	-1.3	-7.7
- O=C(c1ccccc1)c1nn(-c2ccc(Cl)cc2)cc1C(=O)c1cc2ccccc2oc1=O
→ -1.9	7.7	-7.6
- COc1ccc(/C=C2\SC(=S)N(CCC(=O)Nc3ccc(C(=O)O)cc3)C2=O)cc1OC
→ -5.6	17.2	1.2
- N/C(CN1CCCC1=O)=N\O
→ -8.8	-4.5	-9.6
- O=C(Nc1ccc(F)cc1)c1cn(-c2ccccc2)nc1-c1ccncc1
→ -4.0	-6.6	-4.6
- COC(=O)C1=C(C)N(Cc2ccccc2)C(=NCc2ccccc2)N[C@H]1c1cccc(C(F)(F)F)c1
→ -83.4	6.6	15.9
- COc1ccc(OCC(=O)Nc2cc(-c3nn(C)c(=O)c4ccccc34)ccc2OC)cc1
→ -6.6	3.8	-0.3
- CC1(C)C(=O)Nc2ccccc2N1C(=O)COC(=O)CCSc1ccccc1
→ -0.6	0.7	5.0

Other compounds.
Values run as follows: esBAF inh	ARNT-TACC3 inh	RAD54 inh
- CCOC(=O)c1sc2ncnc(NCC(c3cccs3)N(C)C)c2c1C (stereo unspecified)
→ 7.4	-1.7	0.6
- O=C(NCC1CCCO1)c1nc2c(nnn2Cc2ccc(F)cc2)c(=O)[nH]1 (stereo unspecified)
→ 1.5	-11.0	-1.4
- O=c1cccc(-c2ccc(Br)cc2)o1
→ 8.5	-3.4	-3.5
- O=C(CSC1=NCCN1)NC12CC3CC(CC(C3)C1)C2
→ 7.7	-3.2	-9.5
- O=C(Cc1ccccc1)N/N=C/c1ccccc1OCc1ccc(Cl)cc1
→ 100.5*	-4.4	6.8
- CC(C)C[C@H](NC(=O)Nc1cccc(C(F)(F)F)c1)C(=O)O
→ -2.3	-3.4	9.7
- COc1cccc(OC)c1OCCN(C)C
→ -3.9	-0.1	-2.9
- COc1ccc(OC)c(C(=O)CN2C(=O)NC(C)(c3ccccc3)C2=O)c1 (stereo unspecified)
→ -4.7	2.5	2.8
- C/C=C/C(=O)OCC(=O)Nc1nc2ccc(C)cc2s1
→ 13.0	1.0	3.1
- CCOC(=O)c1cnc(-n2nc(C)cc2C)nc1NCCc1ccccc1
→ -9.0	20.0	-3.0
- O=S1(=O)N=CN(Cc2cccc(F)c2)c2ccccc21
→ -6.0	-0.2	5.5
- Cc1occc1C(=O)NNC(=O)Cc1ccccc1
→ -8.8	-8.0	5.0
- C#CCOCCOCCOCCNc1nc(N2CCN(C(=O)CCCCCCCCCCNC(=O)[C@H](CCCCN)n3cc(C)nn3)CC2)nc(N2CCN(C(=O)CCCCCCCCCCNC(=O)[C@@H]([C@H](C)O)n3cc(C)nn3)CC2)n1
→ 3.7	12.5	6.4
- CCOC(=O)c1ccccc1NC(=O)CSc1nnc(C(C)C)n1CC
→ -4.4	-3.4	-7.3
- CC(C)NC(=O)c1[nH]nc2c1CCc1ccccc1-2
→ 13.2	-0.2	-7.8
- COc1ccc2cc3cc(C(=O)N4CCN(c5ccccc5)CC4)oc3nc2c1
→ -1.7	-5.1	-11.2
- Cc1ccccc1-n1c(SC/C(O)=C(\C#N)c2nc3ccccc3[nH]2)nnc1-c1ccncc1
→ -5.9	11.8	12.0
- COC(=O)c1cc2ccsc2n1CC(=O)Nc1cc(C)cc(C)c1
→ -7.4	-8.9	5.2
- COc1ccc(N2C(=O)C(Cl)=C(Oc3cccc(OC)c3)C2=O)cc1
→ -8.5	-8.3	-0.9
- Cc1ccnc(NC(=O)CCC(=O)N(CC(=O)NC(C)(C)C)C2CCCC2)c1
→ -1.4	3.9	-6.3
- CCOc1cccc(-c2nnc(SCC(=O)Nc3cc(OC)cc(OC)c3)n2N)c1
→ 2.8	2.8	-7.0
- Cc1cccc(OCC(=O)Nc2cc(C)on2)c1
→ -3.6	-6.6	-13.0
- O=S(=O)(c1ccc(NCCc2c[nH]c3ccccc23)nc1)N1CCOCC1
→ 0.3	1.1	6.9
- Cc1ccccc1NC(=O)c1cccc(S(=O)(=O)Oc2ccc([N+](=O)[O-])cc2)c1
→ 1.6	0.2	6.1
- Cc1nc2ccc(NC(=O)NCCO)cc2s1
→ 20.7	-27.5	-7.7
- CCOc1ccccc1OCCCCN1CCCC1
→ -10.3	-3.4	-2.0
- CCC(=O)Nc1nnc(SCCOC)s1
→ -4.8	-6.7	-3.1
- O=C(CCC(=O)OCC(=O)c1ccc(Cl)cc1)NC1CCCCC1
→ -3.6	-3.2	-0.7
- COc1ccc(CCn2c(SCC(=O)Nc3cc(C)on3)nc3ccccc3c2=O)cc1OC
→ 0.3	-1.5	4.2
- O=C(NCCCN1CCOCC1)NC1CCCCC1
→ -8.2	-20.1	-1.5
- O=C1C(=O)N(Cc2ccco2)C(c2cccc(Cl)c2)/C1=C(\O)c1ccc2c(c1)OCCO2 (stereo unspecified)
→ 6.4	-5.8	-12.9
- CC(C)COC(=O)CCNc1n[nH]c(=O)[nH]c1=O
→ -4.1	0.4	-1.3
- N#CCCCSc1nnc(-c2ccccn2)o1
→ 5.0	-1.5	9.9
- Cc1ccc(S(=O)(=O)N=S(CC2CC2(Cl)Cl)CC2CC2(Cl)Cl)cc1 (stereo unspecified)
→ 10.8	-3.4	7.4
- Cc1ccc2[nH]c3c(c2c1)CN(C(=O)CN1CC(C)OC(C)C1)CC3 (stereo unspecified)
→ -9.3	-0.8	-34.1
- O=c1cc(-c2ccccc2)nc(SCc2ccc(Cl)cc2)[nH]1
→ -0.8	-3.5	-1.8
- O=C(NC1CCCCC1)C1CCCN1S(=O)(=O)c1cccc2nsnc12 (stereo unspecified)
→ 8.0	-13.2	0.7
- CCC(C)Sc1ccc(-c2nc3ccc(C)cn3c2NCc2ccccc2)cc1OC (stereo unspecified)
→ 1.6	-4.1	1.9
- Cc1cc(C)cc(NC(=O)Nc2ccc(S(=O)(=O)Nc3cc(C)on3)cc2)c1
→ 4.2	-0.9	-1.4
- Cc1cccc(NC(=O)c2cc(NC(=O)c3ccccc3)ccc2N2CCCCC2)c1
→ -8.5	-1.3	6.8
- O=C(NC1CCCCCCC1)c1ccccc1O
→ 92.0*	-5.4	0.3
- CCN1C(=O)NC2=C(C(=O)c3ccccc32)C1c1ccccc1F (stereo unspecified)
→ -1.7	-8.5	5.1

Reprinted at random: 5 entries already listed, in no set order.
Values run as follows: esBAF inh	ARNT-TACC3 inh	RAD54 inh
- Cc1ccc(S(=O)(=O)N=S(CC2CC2(Cl)Cl)CC2CC2(Cl)Cl)cc1 (stereo unspecified)
→ 10.8	-3.4	7.4
- CC(C)COC(=O)CCNc1n[nH]c(=O)[nH]c1=O
→ -4.1	0.4	-1.3
- O=C(NCCCN1CCOCC1)NC1CCCCC1
→ -8.2	-20.1	-1.5
- CCN1C(=O)NC2=C(C(=O)c3ccccc32)C1c1ccccc1F (stereo unspecified)
→ -1.7	-8.5	5.1
- Cc1cccc(NC(=O)c2cc(NC(=O)c3ccccc3)ccc2N2CCCCC2)c1
→ -8.5	-1.3	6.8
